# Compound activity (PubChem)
# CHRM1 antagonist – human M1 muscarinic receptor antagonists, primary screen, CHO-K1 cells, Fluo-8 calcium fluorescence, 1536-well. Muscarinic acetylcholine receptor M1 (Homo sapiens), P11229. CHO-K1 hM1, ACh EC80 antagonist. inhibition, % at 3 µM. 360,000 tested, 1.3% active;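 active = percent inhibition above its own plate's cutoff, namely the mean of that plate's compound wells plus 3 SD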;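 also: peak over basal fluorescence ratio during 140 s after agonist addition; 0% = ACh EC80 plus DMSO and 100% = DMSO alone without agonist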
# Target sequence (P11229 whole entry, looked up): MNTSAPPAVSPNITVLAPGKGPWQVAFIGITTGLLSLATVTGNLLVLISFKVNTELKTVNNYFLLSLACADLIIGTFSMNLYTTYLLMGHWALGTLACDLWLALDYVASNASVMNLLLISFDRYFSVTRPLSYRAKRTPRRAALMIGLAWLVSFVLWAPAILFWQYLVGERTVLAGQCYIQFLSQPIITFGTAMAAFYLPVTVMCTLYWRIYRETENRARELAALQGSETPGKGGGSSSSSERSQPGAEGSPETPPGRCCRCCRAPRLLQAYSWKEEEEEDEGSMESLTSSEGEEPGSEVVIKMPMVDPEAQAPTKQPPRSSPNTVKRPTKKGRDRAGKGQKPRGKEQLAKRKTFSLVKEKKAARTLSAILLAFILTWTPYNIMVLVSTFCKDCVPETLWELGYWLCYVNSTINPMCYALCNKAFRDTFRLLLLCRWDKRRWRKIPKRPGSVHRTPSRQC
# CHO parental Ca – ATP-evoked calcium signal inhibitors, parental CHO, primary screen, counter-screen for OX1R antagonist project, cell-based, fluorescence, Fluo-8 calcium dye; parental CHO-K1, ATP-induced calcium, Fluo-8 fluorescence; inhibition, % at 5.6 µM; 330,000 tested, 0.63% active; AID 463079, 2010;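 active = inhibition above that plate's mean sample inhibition plus 3 SD, cut at about 26% in these data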;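 also: 0% = ATP-challenged DMSO wells and 100% = DMSO wells without ATP; some compounds past the cut are filed as inactive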
#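 Assay system: untransfected parental CHO cell line. Also added: ATP agonist challenge. Dosing: one dose, 5.6 µM nominal. Measured by: Fluo-8 fluorescence. Read-out: % inhibition. Benchmarks: ATP wells versus no-ATP DMSO wells. Repeats: no replicates.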
# TAAR1 ag – human TAAR1 agonists, primary screen, Fluo-8 calcium fluorescence, CHO RD-HGA16 cells. vehicle wells 0%, saturating PEA agonist 100%. 360,000 tested, 0.99% active. activation, % at 3 µM. Trace amine-associated receptor 1 (Homo sapiens), Q96RJ0;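 active = activation above the mean activation of all test compounds in the run plus 3 SD, cut at about 38% in these data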
# Target sequence (Q96RJ0 whole entry, looked up): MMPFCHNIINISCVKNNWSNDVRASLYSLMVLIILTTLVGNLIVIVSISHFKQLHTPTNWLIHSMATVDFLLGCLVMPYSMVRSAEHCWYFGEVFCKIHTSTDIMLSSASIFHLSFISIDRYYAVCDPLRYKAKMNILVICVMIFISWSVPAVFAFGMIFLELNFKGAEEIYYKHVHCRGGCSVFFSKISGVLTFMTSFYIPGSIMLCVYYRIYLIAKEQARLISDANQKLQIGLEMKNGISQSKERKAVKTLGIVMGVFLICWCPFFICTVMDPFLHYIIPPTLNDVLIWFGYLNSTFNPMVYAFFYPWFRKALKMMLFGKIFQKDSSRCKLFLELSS
#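 Assay system – CHO-derived RD-HGA16 cells with stable Gα16 and human TAAR1 · Compound dosing – one-point dosing at 3 µM (nominal) · Incubation – 17-24 h seeding, 75 min 37 °C dye, 30 min RT · Measured by – kinetic Fluo-8 calcium fluorescence · Control set – DMSO vehicle as 0%, PEA at EC100 as 100% · Repeats – single well for each compound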
# M1 ag parental – counter-screen for M1 agonists: effect in parental CHO-K1 cells; Fluo-8 calcium fluorescence; scaled to maximal ATP response, vehicle zero; activation, % at 3 µM; 360,000 tested, 0.48% active; in the data active = activation above about 15%;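 also: untransfected CHO-K1 host cells lacking M1 receptor as counterscreen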
# CHO-K1 Ca antag – counter-screen for M1 antagonists: effect in parental CHO-K1 cells | inhibition, % at 3 µM | ATP-induced calcium, Fluo-8 fluorescence | 360,000 tested, 0.6% active | AID 602250;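 active = inhibition above a per-plate cutoff, the plate's mean sample inhibition plus 3 SD, cut at about 24% in these data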;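 also: 0% = DMSO plus EC80 ATP and 100% = DMSO alone without ATP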
# TAAR1 antag – human TAAR1 antagonists, primary screen, Fluo-8 calcium fluorescence, CHO RD-HGA16 cells; antagonist; inhibition, % at 3 µM; 360,000 tested, 1.5% active; AID 624466, 2012;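 active = inhibition above a per-plate cutoff, the mean inhibition of test compounds on that plate plus 3 SD, cut at about 49% in these data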;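 also: 0% = DMSO plus EC80 beta-PEA response and 100% = DMSO alone without agonist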
#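 Test system: CHO RD-HGA16 cells bearing hTAAR1 | Reagent: β-PEA, EC80 | Compound dosing: 3 µM, single point | Schedule: Dye loading 75 min at 37 °C, then 30 min room temperature | Signal: Calcium fluorescence with Fluo-8 | Evaluation: Percent inhibition of PEA-evoked calcium signal, max/basal emission ratio | Control set: DMSO-only wells and EC80 β-PEA-stimulated wells | Repeats: Singlicate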
# CHO-K1 Ca PAM – nonselective calcium activators in parental CHO-K1 cells, primary screen, counter-screen for M1 PAM project, cell-based, Fluo-8 calcium fluorescence, full deck, 1536-well; ATP EC20; 0% at ATP EC20, 100% at ATP max; activation, % at 3 µM; 360,000 tested, 0.02% active; AID 602247, 2012;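 active = activation above the run cutoff, the mean activation of all test compounds plus 3 SD, cut at about 40% in these data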;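 also: peak over basal fluorescence ratio in a 140 s read after ATP addition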
# M1 ag – human M1 muscarinic receptor agonists, primary screen, Fluo-8 calcium fluorescence, CHO-K1 cells, HTS; Muscarinic acetylcholine receptor M1 (Homo sapiens), P11229; CHO-K1 hM1, agonist mode; 0% DMSO, 100% acetylcholine EC100; activation, % at 3 µM; 360,000 tested, 0.33% active; AID 588814, 2011;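 active = activation above the run's mean compound activation plus 3 SD, cut at about 16% in these data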;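 also: peak over basal fluorescence ratio within a 140 s kinetic read after compound addition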
# OXTR potentiator – human OXTR potentiators, primary screen, fluorescence, CHO-OTR cells, Fluo-8 calcium; Oxytocin receptor (Homo sapiens), P30559; activation, % at 3 µM; 320,000 tested, 0.061% active; Fluo-8 calcium fluorescence, potentiator mode; 0% = oxytocin EC15, 100% = EC100; AID 2445, 2010;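 active = activation above that plate's cutoff, the mean activation of tested compounds plus 3 SD, cut at about 6.6% in these data, passing the limit was not always enough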;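 also: 100% uses oxytocin at 75 nM as the full agonist control; some results filed as inactive read as strong as hits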
#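 Material: human OTR in CHO cells. Compound: 3.0 µM, one dose. Timing: compound 6 min at room temperature before oxytocin, 100 s read. Evaluation: % activation of max/min ratio relative to oxytocin controls. Replication: single well per compound, singlicate. Signal: Fluo-8 calcium dye fluorescence.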
# Starred values were filed as active, the others as inactive; . = not tested or not shown.
molecule	CHRM1 antagonist	CHO parental Ca	TAAR1 ag	M1 ag parental	CHO-K1 Ca antag	TAAR1 antag	CHO-K1 Ca PAM	M1 ag	OXTR potentiator
CC(Oc1ccc(Br)cc1)C(=O)Nc1ccc(S(=O)(=O)Nc2nccs2)cc1 (stereo not given)	16	28	35	10	7	36	12	15	-7
CCc1nc(N)c(C#N)c(-c2ccccc2OC)c1C	-10	-10	14	0.2	-8	-12	17	-2	5
O=C(COC(=O)COc1ccc(Cl)cc1Cl)NC1CC1	-4	-11	-3	0.0	-6	4	-15	-3	-4
COc1cc(CN2C(=O)C(C)ON=C2c2cccs2)cc(OC)c1 (stereo not given)	-14	.	-1	-0.2	-3	-3	9	-5	.
C=CCC(C)(NCc1ccccc1)c1ccc(C)cc1 (stereo not given)	2	-17	1	2.7	-12	4	17	-11	2
O=C(OC1CCOC1=O)c1cccc(S(=O)(=O)N2CCc3ccccc3C2)c1 (stereo not given)	2	-1	5	7.4	-6	-6	12	-5	-5
CC(=O)Oc1ccc2ccccc2c1C(NC(=O)C(C)C)c1cccc([N+](=O)[O-])c1 (stereo not given)	-5	-12	0	0.1	-7	2	3	-1	-1
CSC1=C(C#N)C(c2ccccc2Cl)C2=C(N1)c1ccccc1C2=O (stereo not given)	2	3	9	-0.4	7	0	-3	-3	-4
Cc1ccc(NC(=O)Cn2nc(C(=O)O)c3ccccc3c2=O)c([N+](=O)[O-])c1	-3	-6	1	0.2	-18	-6	14	-3	-5
O=C(CSc1ccc(C(F)(F)F)cc1[N+](=O)[O-])Nc1ccc2ccccc2c1	1	3	6	-0.1	13	-10	-10	-3	-10
CCOC1=C2[C@H]([C@H]3C(=O)N(c4ccccc4)C(=O)[C@H]3C1)[C@@H](c1ccccc1)N(S(=O)(=O)c1ccc(C)cc1)[C@H]2c1ccccc1	-4	.	1	0.6	6	14	13	-3	.
COc1ccc(-c2cc(C(=O)Nc3c(C)n(C)n(-c4ccccc4)c3=O)no2)cc1	-20	-13	-1	0.3	-14	1	0	-4	-6
O=C(O)CC/C(=N/NC(=O)CNC(=O)Cc1ccc(Cl)cc1)c1ccccc1	-15	-12	10	-0.7	-9	-14	10	-4	-1
COc1cc(-c2[nH]ncc2CN2CCc3sccc3C2)cc(OC)c1OC	-7	-11	4	0.4	-1	-10	0	-2	1
CC(=O)c1c(-c2ccccc2)[nH]c2ccccc12	0	4	3	1.9	19	5	-24	-1	-24
c1ccc(-c2c(-c3ccccc3)n(Cc3ccco3)c3ncnc(NCCCn4ccnc4)c23)cc1	-17	28	27	2.5	-14	61*	19	-5	-13
CC1(NC(=S)Nc2ccccc2)CCS(=O)(=O)C1 (stereo not given)	-9	-19	6	0.5	-5	-10	7	0	-11
CC[n+]1c(/C=C2\C=C(C)CC(C)C2)sc2ccccc21 (stereo not given)	-3	2	.	-0.5	-1	.	4	-6	-6
O=C(c1ccc2c(c1)CCC2)N1CCN(Cc2c(F)cccc2Cl)CC1	-12	.	-2	0.7	-16	7	21	-5	.
O=C(O)CSc1nnc(-c2cccs2)n1-c1ccc(Cl)cc1	11	-4	3	0.5	-16	2	22	-2	0
Fc1cccc(NCCc2c[nH]c3ccccc23)n1	-16	-5	1	2.0	7	6	2	-5	-7
S=c1[nH]c2cc3ccccc3cc2[nH]1	-5	2	0	1.3	-15	-20	22	-1	-3
CCCN(CCC)C(=O)c1c(NC(=O)CC)sc2c1CCCCC2	-7	-22	-2	0.2	-10	7	16	-4	-9
Cc1c(Cc2ccccc2)c(=O)oc2cc(OC(C)C(=O)NCC3CCC(C(=O)O)CC3)c(Cl)cc12 (stereo not given)	1	-2	2	-0.7	3	6	6	-1	-1
CCO[C@@H]1OC(C(=O)NCc2ccccc2)=C[C@H](c2csc3ccccc23)[C@H]1CCCO	15	2	25	5.6	2	54*	-7	-1	-20
Cc1ccn(C(=O)c2cc3cc(Cl)ccc3oc2=O)n1	-1	1	6	0.7	-38	-12	28	-4	-7
COc1ccc(-n2cnnc2SCC(=O)Nc2cc(C)on2)cc1	-8	-3	1	-0.4	0	10	1	-6	-1
CC(=O)c1cccc(CN2CCCCC2C(=O)Nc2ccc(Oc3ccccc3)nc2)c1 (stereo not given)	15	-11	4	0.4	4	-17	-14	-6	-2
CN(C(=O)c1ccc(NC(=O)Cc2ccc([N+](=O)[O-])cc2)cc1)C1CC1	26	6	77*	8.3	3	39	-15	11	-9
COc1ccc(Oc2cn[nH]c2-c2ccc(O)cc2O)cc1	-5	9	3	2.0	-2	-1	17	4	-8
CC(C)CCNc1nc(N)c([N+](=O)[O-])c(NC2CCCCC2)n1	-4	-21	7	11	-9	-15	10	-6	-4
N#CC1(NC(=O)COC(=O)c2nccnc2N)CCCCC1	12	-1	0	0.2	5	-18	-11	-2	-11
COc1cc(NS(=O)(=O)c2ccc(NC(=O)C34CC5CC(CC(C5)C3)C4)cc2)ncn1	-4	-13	-1	1.0	-17	2	24	-3	5
C=CCCC(=O)Nc1nc(C)c(-c2csc(Nc3ccc(Cl)cc3Cl)n2)s1	-5	-13	1	0.6	-24	18	14	-1	-3
Cc1cc(-c2ccccc2)c(C#N)c(=S)[nH]1	-6	-6	2	-0.1	-13	8	18	-4	1
CN(C)CCCOc1nc2c(c(=O)n(C)c(=O)n2C)n1C	-9	-12	3	0.0	-6	-1	21	0	-7
CC(C)C[C@@H](CN1CCC[C@H]1CN1C(=O)C(=O)NC[C@@H]1Cc1ccccc1)N1C[C@H](Cc2ccc(O)cc2)N(CC2CCCCCC2)C(=O)C1=O	.	.	0	-0.5	-7	-10	-8	.	.
N#Cc1c(N)n(C2OC(CO)C(O)C2O)c2ncnc(N)c12 (stereo not given)	2	.	1	0.0	-19	-8	0	-2	.
O=C(Nc1ccc(Cl)cn1)c1ccccc1F	-7	-11	8	0.4	-12	8	17	-3	-20
COc1ccc(-c2cc(Cl)cc3c(=O)c4ccccc4n(C)c23)cc1F	-14	-16	4	-0.1	1	-1	-1	-2	0
CC(=O)N1CC(=O)N(CC(=O)Nc2ccc(Br)cc2)C1=S	4	-3	3	1.0	-7	-2	13	-2	-6
O=C(C[n+]1ccccc1)N/N=C/c1cccc(Cl)c1Cl	13	-8	0	-1.1	21	-14	-10	-10	-8
Cc1ccc(CNC(=O)CCS(=O)(=O)c2ccc3c(c2)CC(C)N3C(=O)C2CC2)o1 (stereo not given)	-6	-7	1	1.1	-16	-24	19	-2	-5
COc1ccc(NC(=O)N2CCCC2C(=O)NCc2ccc(F)cc2)cc1 (stereo not given)	-5	-4	5	0.6	-6	-11	9	-2	-4
CCCC(=O)NCCc1nc2ccccc2n1CCC	-9	-6	6	1.4	-3	-8	22	-3	-3
N=c1c(S(=O)(=O)c2ccccc2)cc2c(=O)n3ccccc3nc2n1CC1CCCO1 (stereo not given)	-13	1	2	0.8	-8	2	5	-6	-4
Cc1ccc(NC(=O)C(C)OC(=O)CCN=C2NS(=O)(=O)c3ccccc32)cc1 (stereo not given)	-12	-12	0	0.7	-9	-3	10	-5	1
Cc1onc(-c2ccccc2)c1C(=O)N(Cc1ccco1)Cc1cccs1	-1	.	9	1.2	-10	22	13	-5	.
CCc1ccc2nc(N(CCCN(C)C)C(=O)c3ccc(C(=O)c4ccccc4)cc3)sc2c1	6	-9	36	2.3	1	34	9	-4	-11
CCCCN1C(=O)C(CC(=O)NCCc2ccccn2)CC(C(=O)N2CCCCCC2)=C1C (stereo not given)	.	.	28	0.1	-5	-14	-6	.	.
O=C(NC1CCCC1)c1ccccc1OCc1ccccc1	8	-21	7	2.5	-8	-31	18	-1	-11
CCc1nnc(NC(=O)c2ccc(-c3ccc(C(C)=O)cc3)o2)s1	-15	-8	20	-0.3	7	19	4	6	-7
O=C(NC1CCCCC1)c1cnn2c(C(F)(F)F)cc(-c3ccco3)nc12	9	-31	9	1.5	-7	-6	31	-3	-1
COC(=O)Cn1c(CN2CCC(Cc3ccccc3)CC2)nc2c1c(=O)n(C)c(=O)n2C	1	-12	15	1.2	-29	1	24	-2	-4
CCCCCCCCCCOC(=O)Cn1c(COc2ccccc2)[n+](C)c2ccccc21	70*	62*	31	0.9	5	35	2	-6	-14
Cc1ccc(CN2CC(C(=O)N3CCN(c4ccccc4Cl)CC3)CC2=O)cc1 (stereo not given)	-4	-27	3	5.4	-15	-11	4	-1	-4

# Following part
molecule	CHRM1 antagonist	CHO parental Ca	TAAR1 ag	M1 ag parental	CHO-K1 Ca antag	TAAR1 antag	CHO-K1 Ca PAM	M1 ag	OXTR potentiator
CNc1c([N+](=O)[O-])cnn1-c1ccccn1	2	4	6	3.6	4	17	14	-5	4
COc1ccc(/C=c2\s/c(=C\C(=O)C(C)(C)C)[nH]c2=O)cc1O	-1	-13	1	2.0	-5	13	-1	-1	-7
CS(=O)(=O)c1ccc(Cl)c(NC(=O)COC(=O)C23CC4CC(CC(C4)C2)C3)c1	3	-13	4	0.6	4	3	7	-1	-5
Clc1ccccc1OCc1nc(-c2ccc(Br)o2)no1	6	20	-1	-0.2	-2	9	-4	-5	-7
CC(=O)C(C(c1ccccc1)N1CCOCC1)N1CCOCC1 (stereo not given)	-14	.	1	0.6	-9	-25	10	-4	.
CCOc1ccc(N2C(=O)CC(N3CCN(C(=O)c4ccco4)CC3)C2=O)cc1 (stereo not given)	-25	-12	1	1.2	-21	-8	27	-5	-7
CCOC(=O)[C@]12CCC=C1N(Cc1cccc3ccccc13)C(=O)[C@H](CC(=O)N1CCCCC1)C2	.	.	-2	0.5	-26	1	16	.	.
